Screening results deposited in PubChem BioAssay by National Center for Advancing Translational Sciences (NCATS).
A350 fluor: A350 region autofluorescence | max dye-equivalent concentration, M | 11% of 59,000 active | Compound autofluorescence, 340/450 nm, Alexa 350 dye-equivalents; active compounds read high | AID 590; in the data active means max dye-equivalent concentration above about 10 nM; inconclusive means mostly about 1.1 nM to 9.6 nM
ALOX15 inhib: 15-hLO (ALOX15) enzyme inhibition; purified 15hLO-1, xylenol orange hydroperoxide absorbance; Potency, µM (top dose mostly 57.1 µM), inactives show at the highest dose activity change, negative = inhibition, most hits filed as inhibitors; 1.4% of 74,000 active; AID 887; further: potency means the concentration at half of the fitted maximal effect; on the % scale 0 is the no-effect control and ±100 the full control effect; nearly all actives have a fitted effect of over 55% in size
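Quantitative HTS in 25 mM Hepes pH 7.5 containing 0.01% Triton X-100: human 15hLO-1 at 40 nM, arachidonic acid at 50 uM, 6 min turnover. Product quantified via ferrous oxidation/xylenol orange, 573:405 nm absorbance ratio.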
BRCT inh green: inhibitors of human BRCA1 BRCT-phosphoprotein interaction (green fluorophore) | BRCA1 BRCT-phosphopeptide binding, green fluorescence polarization | Potency, µM (doses to about 76.9 µM), inactives show at the highest dose activity change, negative = inhibition, actives largely listed as inhibitors | 0.05% of 75,000 active;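 further: potency means the concentration at half of the fitted maximal effect; plate controls were peptide without protein for full effect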
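Compounds were incubated for 12 min at room temperature with a complex of 100 nM fluorescein-tagged pBACH1 decapeptide and 250 nM His-tagged BRCT protein. Buffer was phosphate pH 7.3 with EDTA, DTT and Tween 20. Disruption of binding lowers the polarization signal.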
HBB splicing: hemoglobin beta splicing modulation | HBB splicing reporter cell assay, activation; EGFP reporter with mutant IVS2-654 intron; response scale: normalised to 500 nM splice-correcting PNA | Potency, µM (doses to about 46.1 µM), for the others: top-dose activation, actives largely listed as activators | 0.06% of 65,000 active | AID 925; further: potency means the concentration at half of the fitted maximal effect; 0% is about no effect
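Compounds were applied for 2 days to HeLa EGFP-654 cells, 500/well in Optimem with 2% FCS. The reporter's EGFP is disrupted by mis-splicing of beta-globin intron IVS2-654. Readout: summed well GFP fluorescence from 488 nm laser scanning; reference was 500 nM antisense […] 654 PNA.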
Hsp90 Hop PPI: changes Hsp90-Hop TPR2A binding signal, up or down. Potency, µM (highest dose often 57 µM), for inactives: at the top dose activity change, negative = inhibition. 0.44% of 71,000 active. AlphaScreen TPR2A-His6 binding biotin-Hsp90 C-terminal peptide; active means well fitted curve in either direction with a large enough effect; inconclusive means small, poorly fitted or top-dose-only effect, or another doubt; further: potency means the concentration at half of the fitted maximal effect; on the % scale 0 is the no-effect control and ±100 the full control effect; many of its hits are not listed in these tables
4MU fluor: compound fluoresces in the 4-MU spectral region; max dye-equivalent concentration, M; 11% of 59,000 active; compound autofluorescence, 340/450 nm, 4-MU equivalents; active compounds read high; in the data active means max dye-equivalent concentration above about 10 nM; inconclusive means mostly about 1.1 nM to 9.6 nM
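Intrinsic fluorescence at 340/450 nm (ex/em) was read after 15 min at room temperature in pH 8.0, 100 mM Tris. Each compound concentration expressed as 4-MU-equivalent concentration from a six-point 4-MU standard series on each plate.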
BRCT PPI red: BRCT-phosphoprotein interaction inhibition (red fluorophore); BRCT-phosphopeptide binding, red fluorescence polarization; Potency, µM (titrated, usually from 76.9 µM), inactives show at the top dose activity change, negative = inhibition, actives largely listed as inhibitors; 0.03% of 75,000 active; AID 892; further: on the % scale 0 is the no-effect control and ±100 the full control effect
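Fluorescence polarization: 100 nM His-tagged BRCA1 BRCT with 100 nM TAMRA-labelled phospho-BACH1 decapeptide, phosphate buffer pH 7.3 with 150 mM NaCl, DTT, 0.01% Tween 20; 12 min RT. Binding inhibition seen as FP decrease.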
CRE Fsk mod: CRE-bla signaling modulation under forskolin stimulation; CHO CRE-bla reporter (cAMP response element driving beta-lactamase), forskolin EC10, beta-lactamase ratio; Potency, µM (titrated, usually from 38.2 µM), for inactives: at the highest dose activity change, negative = inhibition, hits mostly activators; 2.5% of 71,000 active; active means well fitted activation curve with a large enough effect in the signal ratio, with a control signal flat, not every such curve was filed as active; inconclusive means small, poorly fitted or top-dose-only effect, or effect the other way, or a change in a side signal; the % refers to the signal ratio; further: potency means the concentration at half of the fitted maximal effect; % of control where 0% means no effect
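CHO CRE-bla cells, overnight plating in Opti-MEM with 0.5% dialyzed FBS; cpd titration + EC10 NKH 477, 3 h 37 °C; CCF4 2 h RT; ex 405/em 460 vs 530 ratio → %Activity, AC50.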
GFP derepression: epigenetic GFP locus derepression in mouse cells; mouse C127i GFP locus derepression, cytometry, 30 h; Potency, µM (doses to about 46.1 µM), for inactives: top-dose GFP derepression (activation); 0.09% of 68,000 active; further: % of control where 0% means no effect
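Derepression screen: silenced CMV-GFP reporter in murine C127i cells, 30 h compound incubation at 37 C, washed cells imaged by laser-scanning cytometer to enumerate GFP-expressing objects of 20 to 120 um.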
Pol III holo inh: DNA polymerase III holoenzyme inhibition; AID 603; reconstituted DNA polymerase III holoenzyme replication, biochemical; Potency, µM (top dose mostly 57.1 µM), inactives show at the top dose activity change, negative = inhibition; 0.25% of 71,000 active; further: potency means the concentration at half of the fitted maximal effect; on the % scale 0 is the no-effect control and ±100 the full control effect
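Reconstituted *E. coli* holoenzyme (0.35 nM Pol III, 1 nM beta, 154 nM SSB, 2 nM primase) was preincubated with compound for 15 min at RT. Synthesis on 1.4 nM ssM13Gori ran 35 min, then was stopped with PicoGreen/EDTA and read as dsDNA fluorescence.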
Ub-GFP proteasome: ubiquitin-GFP accumulation via proteasome inhibition | Ubiquitin-GFP reporter cells, proteasome inhibition, GFP fluorescence; response scale: untreated = 0%, 10 µM MG-132 = 100% | Potency, µM (doses to about 45.9 µM), without a hit: at the top dose activation (GFP accumulation), most hits filed as activators | 67,000 tested, under 10 active; active means well fitted activation curve with a large enough effect, not every such curve was filed as active; inconclusive means small, poorly fitted or top-dose-only effect, or another doubt; inactive means no such curve, though single readings can be large or run the other way; further: potency means the concentration at half of the fitted maximal effect
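U2OS Ub(G76V)-GFP reporter; O/N plating, 0.5% FBS; cpd 46 uM–2.9 nM, 4 h, 37 °C; GFP+ cell count, 488/515 nm; norm. to basal vs 10 uM MG-132; CRC fit.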
Numbers without * were called inactive; i = inactive; ? = inconclusive; · = no result given; & = joins results of further samples; [ ] = another dose, or the depositor's remark. Unless noted, the call rests on the fitted dose curve; in most records, active means well fitted curve in the direction sought with a large enough effect; inconclusive means small, poorly fitted or top-dose-only effect, or another doubt; inactive means no such curve, though single readings can be large; an effect the other way counts as inactive or inconclusive.

SMILES	A350 fluor	ALOX15 inhib	BRCT inh green	HBB splicing	Hsp90 Hop PPI	4MU fluor	BRCT PPI red	CRE Fsk mod	GFP derepression	Pol III holo inh	Ub-GFP proteasome
O=C(CSc1nnc2scc(-c3ccccc3)n12)NCc1ccc2c(c1)OCO2	?	-9%	-0.3%	-1.3%	-1%	?	0.8%	?	3%	4%	-5%
Fc1cccc(Cl)c1Cn1nnc(-c2ccc3c(c2)OCO3)n1	i	-4%	0.6%	7.9%	18%	i	0.6%	6%	0%	-3%	-1%
CCc1cc(=O)oc2cc(C)cc(OCc3nn[nH]n3)c12	5.7e-08M*	0%	-8.1%	0.5%[57.5 µM]	0%	4.3e-08M*	0.0%	?	6%	-12%	2%
CCn1c(SCc2nnc(-c3ccccc3)o2)nc2c1c(=O)n(C)c(=O)n2C	i	4%	-2.0%	0.6%[57.5 µM]	-2%	i	0.2%	-1%	2%	0%	-4%
C[C@@H](N1CCOCC1)[C@@](O)(c1ccccc1)c1ccccn1	i	10%[11.4 µM]	-2.7%[15.4 µM]	1.0%[9.22 µM]	-4%[11 µM]	i	0.9%[15.4 µM]	-6%[7.6 µM]	-1%[9.22 µM]	-6%[11.4 µM]	-4%[9.17 µM]
Cc1oc(-c2ccccc2F)nc1CN1CCC(C(=O)NC2CC2)CC1	i	6%	0.7%	-1.4%	-3%	i	0.0%	3%	-3%	-4%	3%
COc1ccc(-c2nc3cnc(Oc4cccc(Cl)c4)nc3n(C3CC3)c2=O)cc1	1.1e-08M*	3%	-0.1%	-1.8%	-4%	?	-0.6%	3.2µM*	2%[9.22 µM]	-1%	2%
CCOC(=O)c1c(C)[nH]c(C(=O)COC(=O)c2ccncc2)c1C	i	-2%	4.3%	-1.8%	-1%	i	0.5%	?	2%	-7%	3%
O=C(Nc1ccccc1)c1ccccc1O	·	-4%	-0.8%	0.5%	-3%	·	1.5%	2%	4%	-5%	-15%
COCCn1c(=O)cnc2cnc(N(C)C)nc21	?	-3%	0.7%	-2.1%	-5%	?	-0.5%	?	0%[9.22 µM]	11%	-8%
CCCCOc1ccc(C(=O)Nc2ccc(N3CCN(C(=O)C(C)C)CC3)cc2)cc1	?	3%	-1.3%	0.7%	-7%	i	1.1%	-1%	0%	0%	3%
Cc1nc2cnc(Oc3ccccc3)nc2n(C)c1=O	i	0%	0.2%	0.8%	-4%	i	-0.7%	?	10%[9.22 µM]	1%	4%
CCN(C(=O)CN1CCN(c2ccc(O)cc2)CC1)c1c(N)n(Cc2ccccc2)c(=O)[nH]c1=O	i	?	-0.5%	-1.6%	-5%	i	1.0%	3%	0%	-1%	1%
CCOCC(=O)Nc1ccc(-c2cn3cccnc3n2)cc1	5.7e-06M*	7%	-1.0%	-1.1%	-6%	5.5e-06M*	-3.4%	?	4%	3%	-9%
N#Cc1nc(COc2ccc(Cl)cc2Cl)oc1N1CCOCC1	i	-5%	-3.2%	5.5%[0.369 µM]	?	i	-1.5%	?	0%	3%	-8%
COC(=O)c1ccc(C(NC(=O)OCc2ccccc2)/C(F)=C/[C@@H](C)C(=O)N[C@@H](CO)Cc2ccccc2)cc1 (some centres not stated)	·	-4%	1.1%	-0.7%	-2%	·	-0.5%	-8%	·	0%	·
O=C(O)C/C=C\CC(=O)O	i	?	1.0%[15.4 µM]	1.0%[9.22 µM]	?	i	-0.7%[15.4 µM]	0%[7.6 µM]	-3%[9.22 µM]	-11%[11.4 µM]	22%[9.17 µM]
CCN(CC)c1ccc(NC(=O)c2cc3ccccc3o2)c(C)c1	?	-22%	-5.3%	11%	-9%	?	-1.7%	-4%	0%	-5%	1%
CCC(C)(C)NC(=O)C(c1cccs1)N(CC1CCCO1)C(=O)Cn1nnc2ccccc21 (configuration not stated)	i	1%	-0.9%	0.3%[57.5 µM]	-1%	i	0.9%	-2%	2%	-5%	0%
Cc1ccc(S(=O)(=O)Nc2nc3ccccc3nc2NCc2ccco2)cc1C	1.4e-07M*	-17%	5.2%	3.0%[0.369 µM]	5%	1.1e-07M*	-0.3%	?	-2%	-2%	·
CCOC(=O)C1CCCN(C2CC(=O)N(c3cccc(C(F)(F)F)c3)C2=O)C1 (configuration not stated)	?	?	-1.0%	5.1%	-1%	i	-1.3%	?	0%	-4%	-2%
COc1ccc(-c2nc(CS(=O)CC(=O)NCc3ccc(Cl)cc3)c(C)o2)cc1 (configuration not stated)	·	-13%	-0.6%	-2.1%	-2%[2.3 µM]	·	0.2%	-2%	·	3%	0%
COCC(C)n1c(C)cc(C(=O)COC(=O)c2oc3ccccc3c2C)c1C (configuration not stated)	i	-1%	-6.1%	-1.9%	-8%	?	0.1%	-1%	1%	3%	4%
Cc1cc(C(F)(F)F)nn1-c1nc(-c2ccco2)cc(C(F)(F)F)n1	?	-6%	-1.2%	?	-3%	?	-2.0%	?	2%	-6%	5%
CN(C)CCN(Cc1ccccc1)c1ccnc(N(C)C)c1C#N	·	2%	1.9%	-3.3%	-2%	·	0.0%	1%	-4%	-3%	3%
O=C(O)c1ccc(Cc2ccccc2C(=O)O)cc1	i	-9%[11.4 µM]	-2.5%[15.4 µM]	2.7%[9.22 µM]	2%[11 µM]	i	-3.7%[15.4 µM]	10%[7.6 µM]	0%[9.22 µM]	-2%[11.4 µM]	-2%[9.17 µM]
CC1=C(C#N)C2C(/C1=N/O)C2(C)C (configuration not stated)	·	2%	-0.3%	-2.6%	-1%	·	1.4%	-3%	0%	-2%	13%
CSc1nsc(SC)c1NC(=O)OCC1CCCO1 (configuration not stated)	i	-10%	0.5%	-3.9%	-6%	i	-1.4%	?	1%	-7%	0%
CC(=O)Nc1ccc(S(=O)(=O)N2CCC(NC(=O)c3ccco3)CC2)cc1	i	11%	-0.8%	-0.8%	-6%	i	1.2%	-8%	2%	-7%	-3%
CS(=O)(=O)Nc1cccc(-c2ccc3ncnc(NC4CCNCC4)c3c2)c1	i	4%	0.5%	-0.3%	-1%	i	1.7%	?	3%[9.22 µM]	-9%	-1%
Nc1nc2c3ccccc3nc(C3CC3)n2n1	i	-18%	-1.2%	-1.2%	-3%	i	-2.6%	?	-3%	-7%	-4%
CC(C)C1C(C#N)=C(N)SC(N)=C1C#N	·	?	-1.1%	2.6%[0.0738 µM]	-1%[11 µM]	·	-0.6%	?	-2%	-3%[11.4 µM]	-9%[9.17 µM]
Cc1cc(SCC(=O)NC(=O)NCc2ccco2)nc2ccccc12	i	-15%	7.1%	-1.8%	-1%	i	0.3%	-13%	-1%	-2%	-4%
Cc1cc(NS(=O)(=O)c2ccc(Nc3nc(-c4sc(N)nc4C)cs3)cc2)no1	·	-25%	-2.0%	1.5%	-3%	·	-0.4%	4%	0%	1%	-1%
COC(=O)C1=CNC=C(C(=O)OC)C1c1ccc(C(=O)OC)cc1	·	-2%	-0.9%	-6.2%	6%	·	0.8%	?	2%	-5%	1%
CC1CN(Cc2nc3c(c(=O)n(C)c(=O)n3C)n2Cc2cccc(Cl)c2)CC(C)O1 (configuration not stated)	·	6%	-1.3%	-0.1%	-2%	·	1.2%	8%	·	-4%	-4%
O=S(=O)(c1ccc2nc(-c3ccco3)c(-c3ccco3)nc2c1)N1CCOCC1	?	2.5µM*	-4.4%	-0.2%[57.5 µM]	-23%	?	-10%	?	2%	?	0%
O=C(O)c1ccc(CSc2nc3ccccc3o2)cc1	i	1%	-0.7%	0.4%	-4%	i	-0.2%	8%	1%	0%	-6%
Clc1ccc2c(NC3CCC(N4CCCCC4)CC3)ccnc2c1 (configuration not stated)	i	11%[11.4 µM]	-1.9%[15.4 µM]	3.8%[9.22 µM]	-8%[11 µM]	i	-0.7%[15.4 µM]	16%[7.6 µM]	7%[9.22 µM]	-7%[11.4 µM]	5%[9.17 µM]
CCn1c(COc2ccccc2C)nnc1SCC(=O)O	i	-2%	-0.1%	·	-2%	i	0.2%	-6%	-3%	-11%	-4%
Cn1nnnc1SCC(=O)NCc1ccco1	i	4%	-1.1%	·	-2%	i	0.8%	-3%	0%	1%	-1%
CCn1c(=O)[nH]c2cc(Cl)c(Cl)cc21	i	-10%[25.6 µM]	1.2%	0.4%	4%&1%	i	-1.5%	?	-1%&-2%	-7%&-8%	0%&7%
